Tb PFK inh = qHTS Assay to Find Inhibitors of T. brucei phosphofructokinase. ATP-dependent 6-phosphofructokinase (Trypanosoma brucei brucei), O15648. T. brucei PFK, ADP-Glo luminescence. 0.17% of 330,000 active. Potency, µM (titrated, usually from 57.5 µM), inactives show at the highest dose activity, negative = inhibition, hits mostly inhibitors. AID 485367, 2010;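 further: potency means the concentration at half of the fitted maximal effect; 0% = uninhibited 1x PFK enzyme wells and -100% = no-enzyme wells; nearly all actives have a fitted effect of over 60% in size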
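Luminescent ADP detection (ADP-Glo, two-step: ATP depletion then ADP-to-ATP conversion for luciferase) reported PFK activity after 45 min room-temperature reaction of 1.25 nM enzyme with 0.5 mM F6P and 0.1 mM ATP at pH 8.0.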
PKM2 activator = qHTS Assay for Activators of Human Muscle isoform 2 Pyruvate Kinase. Pyruvate kinase PKM (Homo sapiens), P14618. purified PKM2, Kinase-Glo ATP luminescence, activation; response scale: 0% is enzyme alone, no compound. Potency, µM (top dose mostly 57.5 µM), inactives show at the highest dose activation, usual class: activators. 0.34% of 260,000 active; further: potency means the concentration at half of the fitted maximal effect; on the % scale 0 is the no-effect control and ±100 the full control effect; nearly all actives have a fitted effect of over 55% in size
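Kinase-Glo luminescence reports ATP generated from ADP (0.1 mM) and PEP (0.5 mM) by purified hPK-M2 after 1 h at room temperature, pH 7.2 imidazole buffer; intermediate enzyme activity allows detecting inhibitors and activators.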
Integrin act MD = qHTS for Activators of Integrin-Mediated Alleviation for Muscular Dystrophy. alpha7betagal myoblasts, beta-gal FDG fluorescence, 48 h. Potency, µM (top dose mostly 38.3 µM), for inactives: at the top dose activation, hits mostly activators. 0.064% of 350,000 active. AID 624291, 2012;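 further: potency means the concentration at half of the fitted maximal effect; 100% = response of the positive control SU9516; nearly all actives have a fitted effect of over 60% in size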
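Alpha7betagal+/- myoblasts (passage 13) were plated 16-24 hr, then exposed to compounds (1:260 dilution of DMSO stock) for 48 hours at 37C. After MPER lysis, β-galactosidase reporter activity was read as FDG fluorescence (ex 480/em 540) after 30 minutes.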
Giardia killer = Small Molecules that selectively kill Giardia lamblia: qHTS. Giardia lamblia trophozoite viability. activity change, % at 7.66 µM, hits read low. 0.15% of 340,000 active; in the data active means activity change below about -80%; inconclusive means between about -30% and that limit;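 further: parasites exposed to compound for two days anaerobically before the ATP read; on the % scale 0 is the no-effect control and ±100 the full control effect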
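Trophozoite viability was measured as ATP-dependent luminescence, read 15-30 min after reagent addition. Before that, parasites at 100 cells/well were exposed to compounds for 48 h, anaerobically, at 37 deg C.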
GALK inh = qHTS Assay for Inhibitors of Human Galactokinase (GALK); Potency, µM (top dose mostly 57.5 µM), inactives show at the highest dose activity change, negative = inhibition, actives largely listed as inhibitors; Purified GALK, Kinase-Glo residual ATP luminescence; 0.007% of 270,000 active; P51570; further: potency means the concentration at half of the fitted maximal effect; on the % scale 0 is the no-effect control and ±100 the full control effect
Target sequence (P51570 whole entry, looked up): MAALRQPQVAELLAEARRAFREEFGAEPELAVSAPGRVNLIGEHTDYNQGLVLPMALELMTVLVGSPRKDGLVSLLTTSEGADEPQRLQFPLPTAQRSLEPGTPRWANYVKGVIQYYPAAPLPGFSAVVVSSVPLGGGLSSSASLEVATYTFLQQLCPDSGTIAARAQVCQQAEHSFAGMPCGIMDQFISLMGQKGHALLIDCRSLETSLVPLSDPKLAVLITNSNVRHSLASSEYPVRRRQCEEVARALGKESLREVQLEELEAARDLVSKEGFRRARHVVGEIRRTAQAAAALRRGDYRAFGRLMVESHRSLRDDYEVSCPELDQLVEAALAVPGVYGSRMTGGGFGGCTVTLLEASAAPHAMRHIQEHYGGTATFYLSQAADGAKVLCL
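Human GALK (5 nM) with 35 uM ATP and 100 uM galactose in 20 mM HEPES pH 8.0, 5 mM MgCl2, 60 mM NaCl, 1 mM DTT, 0.01% BSA. After 1 h at room temperature, leftover ATP was read by Kinase-Glo Plus luminescence.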
B2AR arrestin = qHTS assay of beta-arrestin-biased ligands of beta2-adrenergic receptor. beta-arrestin recruitment to beta2AR, cell-based reporter. Beta-2 adrenergic receptor (Homo sapiens), P07550. Potency, µM (doses to about 46.1 µM), for the others: at the top dose activation, most hits filed as activators. 0.02% of 330,000 active;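 further: potency means the concentration at half of the fitted maximal effect; 0% = DMSO controls and full agonism = EC100 isoproterenol or metaproterenol; nearly all actives have a fitted effect of over 65% in size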
Coupling enz = qHTS Assay for Inhibitors of Fructose-1,6-bisphosphate Aldolase from Giardia Lamblia: Coupling assay counterscreen | coupling enzyme system counterscreen, AmpLite Red fluorescence | activity change, negative = inhibition, % at 58.2 µM, hits read low | 0.67% of 290,000 active | AID 2472, 2010; in the data active means activity change below about -30%; further: on the % scale 0 is the no-effect control and ±100 the full control effect
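Counterscreen of the coupled detection system alone, without aldolase: glyceraldehyde-3-phosphate coupling enzymes plus AmpLite Red readout. Compounds at 57.5 uM final, 10 min RT preincubation, 20 min RT reaction, fluorescence 525/598 nm.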
ASM inhibitor = Inhibitors of Secretory Acid Sphingomyelinase (S-ASM): qHTS. Sphingomyelin phosphodiesterase (Homo sapiens), P17405. placental ASM, HMU-PC fluorogenic substrate, 60 min. Potency, µM (highest dose often 57.5 µM), for inactives: at the highest dose activity change, negative = inhibition, most hits filed as inhibitors. 0.006% of 340,000 active; further: potency means the concentration at half of the fitted maximal effect
Target sequence (P17405 47-631 limits assumed): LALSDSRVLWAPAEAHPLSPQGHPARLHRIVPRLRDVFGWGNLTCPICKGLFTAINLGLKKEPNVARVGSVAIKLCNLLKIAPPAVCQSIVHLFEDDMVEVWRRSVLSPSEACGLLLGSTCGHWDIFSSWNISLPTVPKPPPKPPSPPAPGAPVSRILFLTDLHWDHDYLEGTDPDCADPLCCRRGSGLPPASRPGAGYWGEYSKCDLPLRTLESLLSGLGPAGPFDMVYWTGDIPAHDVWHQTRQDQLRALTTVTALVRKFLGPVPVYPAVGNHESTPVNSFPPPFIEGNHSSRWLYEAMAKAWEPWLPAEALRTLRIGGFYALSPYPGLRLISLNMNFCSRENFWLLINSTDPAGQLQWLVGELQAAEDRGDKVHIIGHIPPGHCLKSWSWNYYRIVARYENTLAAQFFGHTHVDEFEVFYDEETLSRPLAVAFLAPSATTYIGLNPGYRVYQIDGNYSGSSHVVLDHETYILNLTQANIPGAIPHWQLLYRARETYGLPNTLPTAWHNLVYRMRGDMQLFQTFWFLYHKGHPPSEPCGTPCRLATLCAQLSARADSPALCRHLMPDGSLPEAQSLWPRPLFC
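Human placenta-derived ASM preincubated with compound 10 min at room temperature, then reacted with 9 uM (final) fluorogenic HMU-PC substrate for 60 min at 37 C. Stop solution raises pH to 10; fluorescence read at Ex 386/Em 447 nm.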
Menin-MLL TR inh = qHTS Assay for Inhibitors Targeting the Menin-MLL Interaction in MLL Related Leukemias: Competition With Texas Red Labeled MLL-derived Mutant Peptide | O00255 | Menin + Texas Red MLL mutant peptide, fluorescence polarization | Potency, µM (doses to about 61.6 µM), inactives show at the highest dose FP activity change, negative = inhibition, hits mostly inhibitors | 0.23% of 270,000 active | AID 1768, 2009; active means well fitted inhibition curve with a large enough effect in the polarisation, with a control signal flat, not every such curve was filed as active; inconclusive means small, poorly fitted or top-dose-only effect, or effect the other way, or a change in a side signal; inactive means no such curve, though single readings can be large or run the other way; the % refers to the polarisation; further: potency means the concentration at half of the fitted maximal effect; % of control where 0% means no effect; many of its hits are not listed in these tables
Chronic BCR inh = qHTS Assay to Find Inhibitors of Chronic Active B-Cell Receptor Signaling. Potency, µM (doses to about 46.1 µM), for the others: top-dose ratio change, negative = lower green/red ratio, actives largely listed as inhibitors. ABC-DLBCL IkBa-CBG/CBR reporter, luminescence ratio, 4 h. 0.05% of 340,000 active; active means well fitted inhibition curve with a large enough effect in the signal ratio, with a control signal flat, not every such curve was filed as active; inconclusive means small, poorly fitted or top-dose-only effect, or effect the other way, or a change in a side signal; the % refers to the signal ratio;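 further: potency means the concentration at half of the fitted maximal effect; plate controls were basal doxycycline-induced cells for no effect and cells given 10 µM MG132 for full effect; MG132 reads +100%, hits lower the ratio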
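Concentration-response series (up to 46 uM) were applied to TMD8 dual-reporter cells for 4 h at 37C with doxycycline. Green/red ratio, after filter-overlap correction, defined %Activity; red signal alone was normalised to basal cells and zero luminescence.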
TSG101-PTAP inh = qHTS Assay for Iinhibitors of HIV-1 Budding by Blocking the Interaction of PTAP/TSG101. Fluorescence polarization, FITC-PTAP peptide / Tsg101 binding. Potency, µM (highest dose often 115 µM), for inactives: at the top dose activity change, negative = inhibition, hits mostly inhibitors. 340,000 tested, under 10 active. AID 493005, 2010; active means well fitted inhibition curve with a large enough effect in the main read-out, with a control signal flat, not every such curve was filed as active; inconclusive means small, poorly fitted or top-dose-only effect, or effect the other way, or a change in a side signal; inactive means no such curve, though single readings can be large or run the other way; further: potency means the concentration at half of the fitted maximal effect; % of control where 0% means no effect
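FP read-out: FITC-PTAP peptide, 50 nM final, binding Tsg101 binding domain, 10 uM final; 20 min, r.t.; 10 mM HEPES pH 7.5, 0.15 M NaCl, 0.01% Tween 20, 3 mM EDTA, 0.1 mM TCEP.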
Starred values were filed as active, the others as inactive; u = inconclusive; x = no result given; & = joins results of further samples; [ ] = dose if it differs, or a comment. Unless noted, the call rests on the fitted dose curve; in most records, active means well fitted curve in the direction sought with a large enough effect; inconclusive means small, poorly fitted or top-dose-only effect, or another doubt; inactive means no such curve, though single readings can be large; an effect the other way counts as inactive or inconclusive. Some of the compounds tested. The share of hits here may be higher or lower than overall.

Results follow in this order: Tb PFK inh	PKM2 activator	Integrin act MD	Giardia killer	GALK inh	B2AR arrestin	Coupling enz	ASM inhibitor	Menin-MLL TR inh	Chronic BCR inh	TSG101-PTAP inh
> O=c1[nH]c2ccc(Br)cc2c(-c2ccccc2)c1CN1CCOCC1
 : -4.3%	-21.9%	-13.4%	-4.4	0.9%	0.3%	-1.2	-10.4%	-14.7%[11.7 µM]	-3.4%	-5.5%
> CCOC(=O)c1cc(-c2cccnc2)nn1-c1ccccc1C
 : 3.5%	2.7%	u	-19.9	11.7%	0.0%	-3.8	1.3%	-4.3%	-1.4%	-1.2%
> O=C(NCCc1ccccc1)C1CCN(S(=O)(=O)c2cccc3nonc23)CC1
 : -2.2%	-3.2%	1.2%	0.4	0.9%	-0.1%	1.9	-2.3%	1.5%	-5.3%	-4.3%
> CCOC(=O)C(=CNc1cc(C)nn1-c1ccc(Cl)cc1)C(=O)OCC
 : 1.9%	-0.5%	-47.1%[inhibitor]	2.2	-0.1%	0.4%	1.8	1.7%	u	-0.4%	1.7%
> O=S(=O)(NCC1(N2CCOCC2)CCCCC1)c1ccccc1Cl
 : -12.5%	x	26.0%	7.1	x	0.0%	x	x	x	13.1%	-1.7%
> Cc1oc(S(=O)(=O)N2CCCCC2)cc1NC(=O)Nc1ccc(F)cc1
 : 0.0%	-10.8%	16.2%	-0.9	4.8%	0.3%	0.2	-1.8%	x	0.4%	1.4%
> CCOC(=O)C1=C(CBr)NC(=O)NC1C (stereo not given)
 : 1.4%	0.9%	3.8%	4.1	13.1%	-0.5%	-0.2	3.0%	1.3%	-0.3%	-3.7%
> Cc1cc(C)c(C)c(S(=O)(=O)NCC(=O)NCC2CCCCC2)c1C
 : 0.1%	-1.6%	6.0%	-24.5	10.4%	-0.9%	2.2	-2.2%	-14.0%	8.3%	-3.9%
> Cc1ccc(/C=c2\sc3n(c2=O)CN(c2cccc(Br)c2)CN=3)o1
 : u	28.6%	1.4%	-20.4	3.3%	-0.2%	-14.0	-7.5%	-0.8%	14.7%	-1.2%
> COc1ccc(OC)c(C(=O)COC(=O)c2c(OC)cccc2OC)c1
 : -3.6%	-1.9%	14.1%	0.8	2.7%	0.2%	-2.2	3.2%	-20.9%	-1.6%	-22.2%
> COc1cccc(OCC(O)CN(CCO)Cc2ccccc2)c1 (stereo not given)
 : -1.3%	0.2%	-3.7%	-3.5	-0.9%	0.3%	2.9	1.2%	-16.3%	-5.0%	-2.8%
> O=C1OCCN1C(=O)[C@H]1[C@H](c2ccc(F)cc2)C(c2ccccc2)=NN1c1ccc(Br)cc1
 : -0.4%	x	11.2%	0.7	x	0.4%	-0.4	x	u	u	-5.2%
> COC(=O)[C@@]1(Cc2ccc(F)cc2)[C@H]2c3cc(C(=O)N4CCCC4)n(CCc4ccc(O)c(O)c4)c3C[C@H]2CN1C(=O)c1ccccc1
 : -1.9%	u	x	x	x	-0.6%	-11.5&-0.5	x	-0.1%&-16.3%	-1.9%	x
> CC(=O)Nc1ccc(Nc2ncnc3c2cnn3-c2cccc(C)c2)cc1
 : 1.5%	1.9%	18.5%	-3.7	0.3%	0.3%	0.8	-26.6%	u	u	0.4%
> O=C(Cn1nnc2ccccc2c1=O)N1CCCc2ccccc21
 : 2.3%	-1.6%	-5.5%	3.5	7.3%	0.1%	3.5	4.8%	0.4%	-0.8%	-6.2%
> COC(=O)Cc1ccc(NC(=S)N2CCN(c3cc(Cl)ccc3C)CC2)cc1
 : -1.2%	-1.3%	-56.3%[inhibitor]	14.2	6.7%	0.2%	-4.6	-9.4%	0.6%	-2.9%	-0.4%
> C#CCOc1ccc(C2C(C#N)=C(N)Oc3cc(O)ccc32)cc1 (stereo not given)
 : 0.8%	-0.2%	-3.8%	-7.7	-11.0%	0.5%	-2.0	1.1%	39.4%[activator]	u	-2.5%
> CC(C)(C)NC(=O)COC(=O)CCC(=O)c1ccc(F)cc1
 : -1.3%	-4.7%	0.9%	1.6	4.3%	-0.3%	3.4	-1.4%	-4.5%	u	-1.9%
> COc1ccc(CNC(=O)c2ccc(Cn3nc(C)c([N+](=O)[O-])c3C)o2)cc1
 : -3.1%	-1.9%	0.6%	4.8	9.2%	3.6%	0.3	1.2%	-9.5%	u	-7.6%
> COc1ccc(CNc2ncnc3ccccc23)cc1
 : 0.5%	-11.5%	-14.6%	9.2	-2.3%	0.2%	-2.5	10.1%	-6.4%	-14.7%	-1.3%
> COc1cccc(NS(=O)(=O)c2c(C(=O)N3CCCCCC3)c(C)n(C)c2C)c1
 : -14.0%	x	-34.2%	0.0	2.2%	-0.7%	x	0.9%	x	-2.3%	-7.6%
> CC(C)c1csc(CN2CCC(CO)(Cc3ccccc3)CC2)n1
 : 0.2%	-1.7%	8.6%	21.9	0.0%	0.2%	1.3	5.9%	u	0.5%	-0.9%
> Cc1oc(-c2ccc(Cl)cc2)cc1-c1nn2c(-c3ccco3)nnc2s1
 : -6.4%	0.0%	x	x	0.4%	-0.1%	0.8	x	u	6.7%	x
> Cc1nnc2ccc(-c3ccc(NC(=O)c4ccco4)cc3)nn12
 : -10.5%	-0.4%	8.7%	-9.0	-0.8%	0.1%	0.0	4.4%	-13.2%	u	1.8%
> Cc1ccc(Cn2cc(C(=O)NN)c(=O)c3ccc(F)cc32)cc1
 : 6.4%	x	-19.6%	2.5	8.0%	-0.4%	0.4	-2.1%	u	u	-3.8%
> Cc1ccccc1C(=O)Nc1ccc2c(c1)nc(CCNC(=O)c1ccco1)n2C
 : 0.5%	x	5.4%	12.9	-1.9%	-0.4%	x	-1.0%	x	u	-6.4%
> CCOC(=O)CNC(=O)CSc1ncnc2c1cnn2-c1ccc(OC)cc1
 : -0.1%	-11.7%	-33.2%	-14.2	1.8%	-5.1%	-0.1	7.5%	-8.9%	-0.4%	0.0%
> COc1ccc(NC(=S)N2CCN(Cc3ccc(C)cc3)CC2)cc1
 : 2.1%	3.6%	-9.1%	10.0	-1.9%	-0.4%	2.6	-1.5%	-11.0%	-2.6%	0.9%
> CC(C(=O)Nc1cccc(Br)c1)c1ccc([N+](=O)[O-])cc1 (stereo not given)
 : 1.6%	-8.7%	u	u	-0.3%	0.2%	2.9	-0.9%	u	u	-2.1%
> CCCS(=O)(=O)N1CCN=C1SCc1cccc2ccccc12
 : -4.3%	5.8%	0.0%	1.1	-1.3%	0.1%	4.2	5.4%	26.8%	-28.3%	1.7%
> COc1ccccc1/C=C/C1=NC(=C\N(C)C)/C(=O)O1
 : 1.4%	13.2%	-30.0%	-3.0	-2.1%	-0.1%	0.2	473.9%[activator]	9.0%	u	-2.6%
> CC1CCCN(c2ccc3nncn3n2)C1 (stereo not given)
 : -2.0%	x	5.6%	-27.4	5.3%	0.5%	-2.4	3.6%	-15.0%	u	-2.0%
> Cc1cccc(C(=O)n2cnnc2N)c1
 : 18.2%	-3.0%	-17.8%	u	0.0%	0.4%	-1.7	3.6%	-1.0%	-6.2%	-2.1%
> COc1ccc(-c2cnnc(N/N=C/c3ccc(O)c(OC)c3)n2)cc1
 : 2.2%	4.4%	0.9%	5.5	2.1%	-1.2%	3.8	-6.1%	u	u	-5.2%
